# HCMV inh = qHTS Assay for inhibitors of the human cytomegalovirus (HCMV). HFF cells, HCMV-luciferase reporter, 72 h; active compounds read low. activity change, negative = inhibition, % at 57.5 µM. actives 4.5% (n = 410,000). AID 1259415, 2018; in the data active = activity change below about -60%; inconclusive = no clear call, values can overlap the other calls; inactive = above about -39%
#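 Human foreskin fibroblasts infected with luciferase-reporter HCMV at MOI 1 PFU/cell, compounds at two doses. Luciferase measured 72 h post infection; normalized to buffer-only basal and Salinomycin (10uM) controls.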
# Tb PYK inh = qHTS of Trypanosoma Brucei Inhibitors | pyruvate kinase (Trypanosoma brucei), Q57TT1 | TbPYK enzyme, Kinase-Glo Plus ATP luminescence, 45 min | Potency, µM (highest dose often 76.8 µM), inactives show at the highest dose activity, negative = inhibition, hits mostly inhibitors | actives 0.12% (n = 410,000); note: potency is the fitted concentration of half-maximal effect; nearly all actives have a fitted effect of over 50% in size
#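 Luminescence from Kinase-Glo Plus, added after a 45-minute room-temperature reaction, served as the end-point read-out. The enzyme and substrate were preincubated with compound before ADP (130 uM final) initiated turnover. Concentration-effect curves came from normalized qHTS data.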
# AMA1-RON2 inh = qHTS for Inhibitors of AMA1-RON; Towards Development of Antimalarial Drug Lead: Primary Screen; Potency, µM (top dose mostly 58.2 µM), for inactives: at the highest dose activity change, negative = inhibition, actives largely listed as inhibitors; AlphaScreen AMA1-biotinylated RON2 peptide binding; actives 0.2% (n = 360,000);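 note: potency is the fitted concentration of half-maximal effect; 0% = vehicle wells and -100% = peptide control; nearly all actives have a fitted effect of over 45% in size; some results filed as inactive show a strong effect at the top dose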
#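 AMA1 (3D7) with his tag at 25 nM final met compounds first, then biotinylated RON2 peptide at 25 nM; detection used donor plus acceptor beads, 10 µg/mL apiece, read by AlphaScreen after 30 min at room temperature.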
# HCV inh = qHTS Assay for Inhibitors of Hepatitis C Virus (HCV); Potency, µM (highest dose often 41.8 µM), for the others: at the highest dose activity change, negative = inhibition, most hits filed as inhibitors; actives 3.4% (n = 340,000); Huh7.5.1 HCVcc-Cre infection, luciferase reporter, 44 h; note: potency is the fitted concentration of half-maximal effect
#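 Whole-lifecycle infectious HCVcc-Cre system; cells 1,000/well, compound then virus (~0.5 moi) added 4 h after plating, 44 h culture. Luciferase read 15 sec following 15 min substrate incubation, room temp.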
# AmpC detergent = qHTS Inhibitors of AmpC Beta-Lactamase (assay with detergent) | P00811 | AmpC hydrolysis of nitrocefin, absorbance 480 nm, 0.01% Triton | Potency, µM (doses to about 114 µM), without a hit: top-dose activity change, negative = inhibition, actives largely listed as inhibitors | actives 0.041% (n = 370,000) | AID 485294, 2010;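 note: potency is the fitted concentration of half-maximal effect; 0% = no-compound wells and -100% = no-enzyme wells; nearly all actives have a fitted effect of over 25% in size; some results filed as inactive show a strong effect at the top dose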
# Target sequence (P00811 whole entry, looked up): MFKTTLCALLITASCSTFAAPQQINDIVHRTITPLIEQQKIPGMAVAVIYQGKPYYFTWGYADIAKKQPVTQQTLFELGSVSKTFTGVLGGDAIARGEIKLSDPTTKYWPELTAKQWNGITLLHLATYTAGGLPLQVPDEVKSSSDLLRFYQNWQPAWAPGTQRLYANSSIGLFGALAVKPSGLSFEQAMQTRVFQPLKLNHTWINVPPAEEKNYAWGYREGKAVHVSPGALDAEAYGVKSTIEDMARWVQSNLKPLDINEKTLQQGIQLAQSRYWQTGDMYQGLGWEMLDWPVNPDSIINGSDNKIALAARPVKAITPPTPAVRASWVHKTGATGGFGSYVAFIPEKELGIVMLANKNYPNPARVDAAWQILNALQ
#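 20 mM phosphate pH 7.0 + 0.01% (detergent screen) or 0.0001% Triton X-100; 5.3 nM AmpC reagent; cpd preinc 15 min RT; nitrocefin (800 uM stock) to start; A480 q20 s × 4 min; Activity was normalised to no-enzyme and no-compound control wells.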
# AmpC no deterg = qHTS Inhibitors of AmpC Beta-Lactamase (assay without detergent). AmpC nitrocefin hydrolysis, absorbance 480 nm, 0.0001% Triton. P00811. Potency, µM (series often up to 57.1 µM), for the others: at the top dose activity change, negative = inhibition, usual class: inhibitors. actives 0.52% (n = 330,000). AID 485341, 2010;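 note: potency is the fitted concentration of half-maximal effect; plate controls were no compound for no effect and no enzyme for full effect; nearly all actives have a fitted effect of over 20% in size; some results filed as inactive show a strong effect at the top dose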
#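 20 mM phosphate pH 7.0 + 0.01% (detergent screen) or 0.0001% Triton X-100; 5.3 nM AmpC reagent; cpd preinc 15 min RT; nitrocefin (800 uM stock) to start; A480 q20 s × 4 min; Activity was normalised to no-enzyme and no-compound control wells.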
# LmPK inhibitor = qHTS Assay for Inhibitors of Leishmania Mexicana Pyruvate Kinase (LmPK) | Potency, µM (highest dose often 57.5 µM), without a hit: at the highest dose activity change, negative = inhibition, hits mostly inhibitors | actives 0.37% (n = 290,000) | purified LmPK, Kinase-Glo ATP luminescence, 1 h | Q27686; note: potency is the fitted concentration of half-maximal effect
# Target sequence (Q27686 whole entry, looked up): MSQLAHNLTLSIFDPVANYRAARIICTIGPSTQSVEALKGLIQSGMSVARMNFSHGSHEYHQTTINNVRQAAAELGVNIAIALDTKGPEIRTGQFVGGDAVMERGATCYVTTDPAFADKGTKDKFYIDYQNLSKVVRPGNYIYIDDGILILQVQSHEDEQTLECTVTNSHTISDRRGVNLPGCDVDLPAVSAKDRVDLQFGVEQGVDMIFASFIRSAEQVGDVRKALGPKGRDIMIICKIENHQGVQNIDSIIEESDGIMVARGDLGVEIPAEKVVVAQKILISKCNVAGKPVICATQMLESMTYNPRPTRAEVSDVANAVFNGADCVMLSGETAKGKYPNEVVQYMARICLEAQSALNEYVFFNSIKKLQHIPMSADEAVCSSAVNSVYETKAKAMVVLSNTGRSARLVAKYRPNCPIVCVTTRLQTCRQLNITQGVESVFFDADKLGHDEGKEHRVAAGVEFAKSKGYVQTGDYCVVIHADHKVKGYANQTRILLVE
#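 Kinase-Glo luminescence read after 1 h RT reaction of 0.1 nM LmPK with 0.5 mM PEP and 0.1 mM ADP. Activity scaled between uninhibited and enzyme-free controls.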
# * = called active by the depositor; ? = inconclusive; . = no result given; & = joins results of further samples; [ ] = another dose, or the depositor's remark. Unless noted, calls come from the whole dose curve; as a rule, active = well fitted curve in the direction sought with a large enough effect; inconclusive = small, poorly fitted or top-dose-only effect, or another doubt; inactive = no such curve, though single readings can be large; an effect the other way counts as inactive or inconclusive. Unless noted, % is set by controls: 0 for no effect and ±100 for the full control effect.
# Under each structure: HCMV inh, Tb PYK inh, AMA1-RON2 inh, HCV inh, AmpC detergent, AmpC no deterg, LmPK inhibitor
CCCCOC(=O)c1ccc(NC(=O)CSC2=Nc3ccccc3C3CC=NN23)cc1 (stereo not drawn)
 : 16, -17%, 1%, -20%, ?, -11%, 4%
Cc1cnc(C(=O)OCC(=O)c2ccc[nH]2)cn1
 : -22, 4%, -5%, 4%, -11%, 9%, .
COC(=O)c1ccc(NC(=O)C(=O)NCCc2csc3nc(-c4ccccc4F)nn23)cc1
 : 15, 0%, ., ., 3%, ., .
COc1ccc(C2NCCc3sccc32)cc1 (stereo not drawn)
 : -32, 8%, 1%, 17%, 0%, -33%, 1%
CCOC(=O)c1cccc(NC(=O)c2cnccn2)c1
 : 32, ?, 1%, 10%, 4%, -11%, -1%
O=C(COc1ccccc1)NCCSc1ccccc1
 : 21, -11%, -4%, 1%, ?, -17%, 2%
Cc1noc(C)c1COC(=O)C1CCN(C(=O)c2ccc(Cl)cc2)CC1
 : 10, 2%, -16%, ?, 5%, 74%[activator], 7%
CC12C=CC(=O)C=C1CCC1C2C(=O)CC2(C)C(=O)CCC12 (stereo not drawn)
 : 15, 0%, 7%, 22%, ., ., .
O=C(Cc1cccc(NC(=O)C2CCCN(C(=O)C3CCC3)C2)c1)Nc1ccc(C(=O)N2CCOCC2)cc1 (stereo not drawn)
 : -26, 0%, -2%, 15%, ., ., .
COc1ccc2c(Cl)c(C(N)=O)sc2c1
 : -3, -1%, 6%, ?, -7%, -48%, -6%
COCCNC(=O)C(c1ccco1)N(C(=O)Cn1nnc2ccccc21)c1cccc(C)c1C (stereo not drawn)
 : 0, 2%, -6%, 13%&33%, -9%, 21%, -3%
CC(=O)Nc1ccc(/C=C/c2nc(-c3ccccc3O)n[nH]2)cc1
 : 42, 2%, 79%[activator], ?, -2%, -39%, -6%
CCN(CC(=O)Nc1ccc(NC(C)=O)cc1)C(=O)CCCSc1nc2ccccc2[nH]1
 : -6, -10%, -9%, 12%, -12%, -16%, .
COc1ccccc1NC(=O)CCNS(=O)(=O)c1ccc2c(c1)CC(C)N2C(=O)C1CC1 (stereo not drawn)
 : 0, -1%, -9%, -8%, -3%, 2%, 0%
CCO[C@@H]1OC(C(=O)N2CCN(Cc3ccc4c(c3)OCO4)CC2)=C[C@H](C)[C@H]1CCCO
 : -5, 4%, 11%, -13%, -6%, 105%[activator], -3%
CCSc1nc2sc3c(c2c(=O)n1CC)CC(C)(C)OC3
 : 3, -3%, 6%, -5%, 1%, 15%, 4%
COc1ccc(NC(=O)c2cc(-c3cc(F)ccc3OC)n[nH]2)cn1
 : 5, 2%, -28%, ., ., ., .
Cc1onc(-c2ccccc2)c1C(=O)Nc1ccccc1N1CCOCC1
 : 11, 7%, 1%, -7%, -2%, 41%, -1%
O=C(COc1ccccc1-c1ccccc1)NCc1cccc(Cl)c1
 : ?, -4%, 1%, ?, 1%, -3%, 3%
Cc1ccc2oc(-c3cc(NC(=O)c4cccs4)cc(C)c3O)nc2c1
 : 8, 3%, ., ., 9%, ., .
Cc1cccc(OCC(=O)Nc2ccc(C(=O)c3ccc(C(=O)O)cc3)cc2)c1
 : -27, -11%, 1%, 17%, -1%, -53%, 0%
O=C(C1COc2ccccc2O1)N1CCN(c2ccccn2)CC1 (stereo not drawn)
 : ?, 2%, -2%, 0%, -10%, -11%, .
CC1CCCCN1CCCNC(=O)C1CCN(c2nnc(-n3cccc3)s2)CC1 (stereo not drawn)
 : -6, 0%, -10%, 6%, -10%, 44%, -5%
Cc1oc(C(=O)O)cc1COc1ccc2c3c(c(=O)oc2c1)CCC3
 : 44, ., -2%, 8%, 3%, -18%, 7%
O=C(CSc1nc2c(c(=O)[nH]1)CN(Cc1ccc3c(c1)OCO3)CC2)Nc1cc(F)ccc1F
 : -1, -10%, ., ., 25%, ., .
Nc1nnc2c(C(F)(F)F)nc3ccccc3n12
 : 1, 1%, 13%, 3%, 0%, -4%, 1%
O=S(=O)(Nc1ccc2c(c1)OCCO2)c1ccc(F)cc1
 : -33, 0%, 12%, -25%, -1%, -34%, 5%
CCOc1ccc(Br)cc1S(=O)(=O)Nc1nc(CN2CCOCC2)nc2sc(C)c(C)c12
 : 7, -4%, 5%, 7%, 7%, 118%[activator], -3%
CSCCC(Nc1ncnc2ccc(Br)cc12)C(=O)O (stereo not drawn)
 : -17, 0%, 1%, 13%, -17%, -2%, 4%
COc1ccc(C2c3cc(OC)c(OC)cc3CCN2C(=O)c2cccc([N+](=O)[O-])c2)cc1OC (stereo not drawn)
 : -31, 0%, -20%, -14%, 0%, 167%[activator], 11%

# Reprinted from the part before: four compounds, then new ones.
# Under each structure: HCMV inh, Tb PYK inh, AMA1-RON2 inh, HCV inh, AmpC detergent, AmpC no deterg, LmPK inhibitor
O=S(=O)(Nc1ccc2c(c1)OCCO2)c1ccc(F)cc1
 : -33, 0%, 12%, -25%, -1%, -34%, 5%
CCOc1ccc(Br)cc1S(=O)(=O)Nc1nc(CN2CCOCC2)nc2sc(C)c(C)c12
 : 7, -4%, 5%, 7%, 7%, 118%[activator], -3%
CSCCC(Nc1ncnc2ccc(Br)cc12)C(=O)O (stereo not drawn)
 : -17, 0%, 1%, 13%, -17%, -2%, 4%
COc1ccc(C2c3cc(OC)c(OC)cc3CCN2C(=O)c2cccc([N+](=O)[O-])c2)cc1OC (stereo not drawn)
 : -31, 0%, -20%, -14%, 0%, 167%[activator], 11%
O=C(c1cc(Cl)cc(Cl)c1)N1CCC(=O)N([C@H](COCc2ccccc2)Cc2ccccc2)CC1
 : -5, 5%, 5%, ., ., ., .
Cc1ccc2c(c1)-n1c(nc3ccccc3c1=O)C(Cc1ccc(O)cc1)NC2=O (stereo not drawn)
 : 2, ., ., 1%, ., -8%, .
COc1ccccc1NC(=O)C(C)OC(=O)C1CCN(S(=O)(=O)c2ccc(C)c(C)c2)CC1 (stereo not drawn)
 : -14, -3%, 0%, 19%, ?, 22%, .
C/C=C/C(=O)Nc1cccc(C(F)(F)F)c1
 : ?, 3%, -6%[2.32 µM], 12%, -11%, -3%, -6%
O=C1NC(=S)S/C1=C\c1ccc(SCc2ccccc2)o1
 : -20, -6%, 19%, 10%, -20%, -41%, 8%
CN(CC(=O)Nc1ccccc1Cl)C(=O)COC(=O)/C=C/c1ccc(C(F)(F)F)cc1
 : -34, -6%, -7%, 8%, -7%, 75%[activator], -1%
NS(=O)(=O)c1cc(Br)c2c(c1)S(=O)(=O)NCN2
 : -28, -15%, -1%, ., ., ., .
CCCCn1nnnc1SCC(=O)Nc1sc2c(c1C#N)CCCC2
 : 1, 2%, -17%, ?, -14%, -6%, 4%
Cc1noc(Cn2c(=O)c3ccccc3n(CC(=O)Nc3cccc(Cl)c3C)c2=O)n1
 : -7, -6%, ., ., 1%, ., .
Brc1ccc(-c2nnc3sc(CN4CCN(c5ccccc5)CC4)cn23)cc1
 : -2, -5%, -1%, -9%, -14%, -18%, -3%
CC(=O)N1c2ccc(S(=O)(=O)N3CCC(C(=O)N4CCCCC4)CC3)cc2CC1C (stereo not drawn)
 : ?, 1%, -8%, ?, -11%, 20%, 2%
COc1ccccc1NOC(=O)CCOc1ccccc1
 : -32, 2%, -8%, 8%, ., ., .
CN1C=CC=C/C1=C1\SC(=S)N(N)C1=O
 : 110, -1%, -4%, 9%, -4%, -10%, -4%
O=C(Cn1cnc2c(OCc3ccccc3)ncnc21)NCCCN1CCCC1=O
 : 16, -5%, 7%, 0.56µM*, ., 0%, .
Cc1onc(-c2ccccc2Cl)c1C(=O)Nc1ncn[nH]1
 : 0, -4%, 6%, 0%, ?, -10%, 5%
CCOC(=O)c1ccc(NC(=O)CSc2ncccn2)cc1
 : 19, -4%, 6%, ?, ?, -31%, 7%
C=CCNC(=O)C1CC(=O)N(c2ccc(OCC(=O)Nc3c(C)cccc3C)cc2)C1 (stereo not drawn)
 : 189, -4%, 8%, 25%, -4%, -9%, 0%
C=CCn1c(O)c(/C=C2/C=CC=N2)c(=O)[nH]c1=O
 : 15, -1%, 7%, 0%, -2%, -24%, 2%
O=C(O)c1cnccn1
 : 48, -2%, -2%, 1%[8.37 µM], -11%, -21%, 0%
Cn1cc(C(=O)c2ccc(Cl)cc2Cl)cc1C(=O)N/N=C(\N)COc1ccc(Cl)cc1
 : 0, 1%, 38%[activator], 13µM*, -1%, -38%, 0%
Cc1c(O)ccoc1=O
 : 3, 11%, 31%[activator], -8%, -9%, 27%, 5%
CCc1noc(C)c1C(=O)Nc1nc(-c2cc(C)ccc2C)c(C)s1
 : -4, -5%, 0%, 17%, -4%, -23%, 0%
Cc1ccc(-n2c(COCC(=O)O)nc3cccnc32)cc1
 : -4, -4%, ., ., -5%, ., .
Cc1nc(SCC(=O)N(C)C2CCS(=O)(=O)C2)c2ccccc2n1 (stereo not drawn)
 : -31, 4%, 0%, -8%, ., -14%, .
Cc1cccc(NC(=O)C2CC(=O)N/C(=N/N=C/c3ccco3)S2)c1 (stereo not drawn)
 : 75, -17%, 34%[activator], -8%, -5%, -27%, -2%
Cc1cc(C)c(NC(=O)C2CC(=O)N(C(C)C)C2)c(C)c1 (stereo not drawn)
 : -10, -12%, -4%, 0%, ?, -10%, -1%
CC1=C(C(=O)N2CCOCC2)CC(CC(=O)NC2CCCC2)C(=O)N1Cc1ccccc1 (stereo not drawn)
 : -10, -4%, 8%, ., ., ., .
Cn1ccc2c(-c3cccnc3)cc3c(c21)C1CCC3O1 (stereo not drawn)
 : -3, -9%, 0%, ., ., ., .
COC(=O)c1c(NC(=S)Nc2ccccc2Cl)sc(C)c1C
 : ., 17%, 36%[activator], -6%, 6%, -32%, 3%
CCCc1ccc(NC(C)C(=O)Nc2ccc(S(=O)(=O)N3CCOCC3)cc2)cc1 (stereo not drawn)
 : -6, -6%, -18%, ?, -7%, 115%[activator], .
CC(C)(C)S(=O)N1Cc2cc(=O)n(Cc3ccccc3)c(CCO)c2[C@@H]1CCO (stereo partly drawn)
 : 16, 0%, 1%, -2%[8.37 µM], ., ., .
CCOc1ccc(NC(=O)c2ccc3c(c2)CCN3S(=O)(=O)CC)cc1
 : -31, 4%, ., ., -13%, ., .
O=C(O)c1ccc(-c2cccc(Cl)c2)o1
 : 7, -7%, 2%, 7%, ., ., .
Cc1nc2sc(C(=O)c3ccccc3)c(N)c2c2c1CCCC2
 : ?, -10%, -9%, 25µM*, ?, -20%, -1%

# Source: PubChem

# The order is random; 7.5% or so of the library scored in one or more.
